High-throughput results as filed in PubChem.
HttQ103 aggreg: qHTS Multiplex Assay to Identify Dual Action Probes in a Cell Model of Huntington: Aggregate Formation (GFP); Potency, µM (highest dose often 46.1 µM), for the others: at the highest dose activity change, negative = inhibition, most hits filed as inhibitors; actives 1.1% (n = 220,000); PC12 HttQ103-GFP aggregates, Acumen cytometry, 40 h; AID 1688, 2009; also: potency is read from the fitted curve at half-maximal effect; % is scaled to controls: 0 for no effect and ±100 for the full control effect; nearly all actives have a fitted effect of over 60% in size
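Multiplexed with ATP-based cell death, this channel scores GFP aggregates in PC12 cells expressing inducible HTTex1-Q103-GFP. Induction used 100 nM tebufenozide; compounds were tested in concentration series.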
Luc counter: Counterscreen for Luciferase (Kinase-Glo TM) Inhibition; Luciferin 4-monooxygenase (Photuris pensylvanica), Q27757; Kinase-Glo luciferase, ATP luminescence, 8 min; actives 0.28% (n = 200,000); Potency, µM (series often up to 38.3 µM), for inactives: top-dose activity change, negative = inhibition, hits mostly inhibitors; also: potency is read from the fitted curve at half-maximal effect; % is scaled to controls: 0 for no effect and ±100 for the full control effect; nearly all actives have a fitted effect of over 60% in size
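Inhibition of Kinase-Glo luciferase light generation was assessed at 10 uM ATP in pH 7.2 imidazole buffer, with luminescence measured after eight minutes at ambient temperature.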
SMN2 splice up: qHTS Assay for Enhancers of SMN2 Splice Variant Expression | HEK293 SMN2-luciferase splicing reporter, luminescence, 30-36 h | Potency, µM (titrated, usually from 46.1 µM), for inactives: at the top dose activity change, positive = activation, usual class: activators | actives 2.8% (n = 210,000) | AID 1458, 2008; also: potency is read from the fitted curve at half-maximal effect; % of control where 0% means no effect; nearly all actives have a fitted effect of over 55% in size
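HEK293 cells carry an SMN2 […]–luciferase reporter in which exon 7 inclusion puts luciferase in frame. Cells were plated 10-12 h before compound addition, then incubated 30-36 h at 37C. ONE-Glo luminescence was read; sodium butyrate at 4.5 mM final served as control.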
HTT cytoprotect: qHTS Multiplex Assay to Identify Dual Action Probes in a Cell Model of Huntington: Cytoprotection (ATP). PC12 HTT-Q103 induced, cytoprotection, ATP luminescence, 40 h. actives 0.14% (n = 230,000). Potency, µM (top dose mostly 56.4 µM), without a hit: cytoprotection (ATP increase), most hits filed as activators;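 also: potency is read from the fitted curve at half-maximal effect; % of control where 0% means no effect; nearly all actives have a fitted effect of over 45% in size; toxic huntingtin expression switched on by the ecdysone agonist tebufenozide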
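Rat PC12, Q103 Htt exon1-GFP fusion, ecdysone promoter; tebufenozide inducer 100 nM final; compound titration; qHTS, 1500 cells/well; ATPlite luminescent read.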
LMNA splice mod: qHTS Assay for Modulators of Lamin A Splicing | Potency, µM (doses to about 46.1 µM), without a hit: top-dose ratio change, negative = inhibition, usual class: inhibitors | HeLa LMNA splicing GFP/RFP minigene ratio, 48 h | actives 0.01% (n = 200,000); active = well fitted inhibition curve with a large enough effect in the signal ratio, with a control signal flat, not every such curve was filed as active; inconclusive = small, poorly fitted or top-dose-only effect, or effect the other way, or a change in a side signal; the % refers to the signal ratio; also: potency is read from the fitted curve at half-maximal effect; % is scaled to controls: 0 for no effect and ±100 for the full control effect
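S3 HeLa cells stably expressing lamin A-EGFP splicing minigene plus DsRed2, 600 cells/well, 48 h compound exposure at 37C. Laser-scanning cytometry; analysed as GFP (500-530 nm)/RFP (575-640 nm) total intensity ratio; 0.5% DMSO vehicle.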
CBFb RUNX1 block: qHTS Assay for Compounds Blocking the Interaction Between CBF-beta and RUNX1 for the Treatment of Acute Myeloid Leukemia; Runt-related transcription factor 1 (Homo sapiens) + Core-binding factor subunit beta …; AlphaScreen CBFb-His/RUNX1-biotin binding, biochemical; AID 1477, 2009; Potency, µM (doses to about 59.8 µM), for inactives: at the top dose activity, negative = inhibition, most hits filed as inhibitors; 230,000 tested, under 10 active; also: % of control where 0% means no effect
Target sequence (Q01196 whole entry, looked up): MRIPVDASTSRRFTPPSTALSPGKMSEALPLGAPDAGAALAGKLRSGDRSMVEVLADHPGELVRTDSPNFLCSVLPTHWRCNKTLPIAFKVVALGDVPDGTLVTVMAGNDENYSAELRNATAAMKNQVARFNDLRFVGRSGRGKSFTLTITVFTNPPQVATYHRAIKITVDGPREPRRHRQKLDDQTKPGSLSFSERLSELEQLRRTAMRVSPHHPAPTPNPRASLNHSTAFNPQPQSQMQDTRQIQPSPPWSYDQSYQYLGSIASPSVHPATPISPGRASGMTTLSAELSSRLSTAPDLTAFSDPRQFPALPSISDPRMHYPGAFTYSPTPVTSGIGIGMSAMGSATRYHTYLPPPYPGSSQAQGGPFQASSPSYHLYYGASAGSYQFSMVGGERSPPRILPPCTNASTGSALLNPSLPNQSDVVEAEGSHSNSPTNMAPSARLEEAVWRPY
Target sequence (Q13951 whole entry, looked up): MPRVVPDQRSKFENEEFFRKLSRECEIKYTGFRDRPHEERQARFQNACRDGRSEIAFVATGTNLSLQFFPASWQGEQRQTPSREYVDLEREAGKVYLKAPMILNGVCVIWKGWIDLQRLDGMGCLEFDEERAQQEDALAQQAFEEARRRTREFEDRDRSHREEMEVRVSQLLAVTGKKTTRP
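CBF-beta (His) and RUNX1 (biotin), 30 nM each; 20 min preassociation; + compound, 15 min; + beads 50 ng each (Ni, streptavidin), 90 min; RT; AlphaScreen read.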
IMPase Li inh: qHTS Assay for Identifying the Cell-Membrane Permeable IMPase Inhibitors: Potentiation with Lithium; CHO-M1 cells, IP1 TR-FRET (IP-One), carbachol + lithium; Potency, µM (doses to about 59.4 µM), inactives show at the top dose activity, negative = IMPase inhibition, hits mostly inhibitors; actives 0.35% (n = 210,000); AID 1457, 2008;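 also: IP1 builds up when IMPase is blocked and the TR-FRET signal falls; potency is read from the fitted curve at half-maximal effect; plate controls were basal vehicle for no effect and high inhibitor control for full effect; nearly all actives have a fitted effect of over 50% in size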
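CHO cells stably expressing M1 receptor (2000/well, cultured 16–30 h) treated 30 min at 37C with compound plus low lithium. Cytosolic IP1 by TR-FRET (665/620 ratio and 620 channel) after 10 min lysis; AC50 by Hill fit.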
* = called active by the depositor; u = inconclusive; x = no result given; & = joins results of further samples; [ ] = dose if it differs, or a comment. Unless noted, calls follow the shape of the dose curve; as a rule, active = well fitted curve in the direction sought with a large enough effect; inconclusive = small, poorly fitted or top-dose-only effect, or another doubt; inactive = no such curve, though single readings can be large; an effect the other way counts as inactive or inconclusive.

1	Cc1c(C(=O)c2ccc(F)cc2)c2ccccn2c1CCc1ccccn1
2	Cc1cccc(NC(=O)Nc2nnc(-c3ccccc3)o2)c1
3	Cc1ccc(NC(=O)COC(=O)CN2C(=O)c3ccccc3C2=O)cc1S(=O)(=O)N(C)C
4	CCOC(=O)N1CCN(CC(O)COc2cc(C)ccc2C(C)C)CC1 (stereo not given)
5	c1ccc2c(NCCN3CCOCC3)nc(-c3ccoc3)nc2c1
6	C=CCn1c(SCCOc2ccc(OC)cc2)nnc1C(NC(=O)c1ccc(OC)cc1)C(C)C (stereo not given)
7	Oc1c(C(c2cccs2)N2CCN(c3ccc(F)cc3)CC2)sc2ncnn12 (stereo not given)
8	COc1ccccc1Oc1ncnc2sccc12
Compound	1	2	3	4	5	6	7	8
HttQ103 aggreg	-5%	22%	6%	-6%	x	-13%	29%	-12%
Luc counter	-4%	-6%	1%	4%	x	-3%	-1%	2%
SMN2 splice up	-29%	-14%	-13%	-13%	x	-18%	-8%	3%
HTT cytoprotect	-10%	-21%	-19%	4%[0.074 µM]	5%	-13%	-22%	-2%
LMNA splice mod	-17%[46 µM]	5%[9.22 µM]	u	-2%	1%	5%	0%	x
CBFb RUNX1 block	1%	13%	3%	3%	x	1%	-4%	-2%
IMPase Li inh	23%	6%	4%	22%	15%	18%[38.3 µM]	2%[38.3 µM]	5%

9	O=C(NCCN1C(=O)S/C(=C\c2cccnc2)C1=O)C1CC(=O)N(Cc2ccco2)C1 (stereo not given)
10	Cc1ccc(O)c(C(=O)c2cnc3c(c2)c(-c2ccc(F)cc2)c(C#N)c(=O)n3C)c1
11	CC(/C=N/NC(=O)Cn1cnc2c1c(=O)n(C)c(=O)n2C)=C\c1ccco1
12	C=CCOc1ccccc1CNCc1ccc(F)cc1
13	COC(=O)CSc1nc(N)c(C#N)c(C(C)C)c1C#N
14	COc1ccc(NC(=S)N(CCCN2CCCC(C)C2)Cc2cccs2)cc1 (stereo not given)
15	CC(C)c1ccc(NC(=O)Nc2cc3sccc3n2C)cc1
16	Cc1cc(N2C(=O)C3C4CC(c5ccccc5)C(C4)C3C2=O)no1 (stereo not given)
Compound	9	10	11	12	13	14	15	16
HttQ103 aggreg	-11%	13%	-1%[9.22 µM]	4%	-8%	u	-17%	-1%
Luc counter	4%	0%	x	1%	0%	-2%	0%	-1%
SMN2 splice up	-1%	-11%	x	5%	-10%	-14%	-4%	7%
HTT cytoprotect	u	12%	-2%[10 µM]	47%	0%	-33%	10%[10 µM]	5%
LMNA splice mod	u	12%[46 µM]	x	x	16%	x	-9%	5%[46 µM]
CBFb RUNX1 block	3%	4%	-3%	6%	1%	-2%	-23%	3%
IMPase Li inh	2%	12%	x	12%	-3%[38.3 µM]	18%	24%[38.3 µM]	-3%

Whole records as entered above. Order of screens: HttQ103 aggreg, Luc counter, SMN2 splice up, HTT cytoprotect, LMNA splice mod, CBFb RUNX1 block, IMPase Li inh
c1ccc2c(NCCN3CCOCC3)nc(-c3ccoc3)nc2c1 is entered as x, x, x, 5%, 1%, x, 15%
CC(/C=N/NC(=O)Cn1cnc2c1c(=O)n(C)c(=O)n2C)=C\c1ccco1 is entered as -1%[9.22 µM], x, x, -2%[10 µM], x, -3%, x
Cc1cccc(NC(=O)Nc2nnc(-c3ccccc3)o2)c1 is entered as 22%, -6%, -14%, -21%, 5%[9.22 µM], 13%, 6%

Remaining list, next part
17	O=C(CSc1nc2ccccc2o1)N/N=C/c1ccccc1
18	COc1ccc(C2OC[C@H]3O[C@H](O)[C@H](NC(C)=O)[C@@H](O)[C@@H]3O2)cc1 (stereo not given in full)
19	O=C(O)c1ccc2c(c1)C(=O)N(c1nccs1)C2=O
20	Cc1cc(C(=O)OCC(=O)NCc2ccco2)c(C)o1
21	O=[N+]([O-])c1ccc(COc2ccc(-c3[nH]ncc3-c3ccc(Cl)cc3)c(O)c2)cc1
22	CC1CC2(C)Oc3ccccc3CC2C(C)C1CNCCCN(C)C (stereo not given)
23	CCOC(=O)C(=O)Nc1nc(-c2ccccc2)c(CC)s1
24	Cc1cccc2c(N=Nc3ccc(S(=O)(=O)Nc4cccc(Cl)c4)cc3[N+](=O)[O-])c(O)[nH]c12
Compound	17	18	19	20	21	22	23	24
HttQ103 aggreg	0%	-1%[9.22 µM]	13%[9.22 µM]	4%	-13%	u	0%[9.22 µM]	u
Luc counter	-2%	0%	x	4%	1%	-3%	1%	-4%
SMN2 splice up	-4%[1.84 µM]	x	x	7%	-44%[inhibitor]	-89%[inhibitor]	-9%	16%
HTT cytoprotect	-12%[10 µM]	22%[10 µM]	10%[10 µM]	-33%	-17%[10 µM]	-137%[inhibitor]	-16%	-36%[inhibitor]
LMNA splice mod	-11%	19%[46 µM]	x	-2%[46 µM]	u	u	12%	-2%[46 µM]
CBFb RUNX1 block	-3%	3%	6%	-16%	-24%	3%	-6%	-23%
IMPase Li inh	11%	9%	x	-1%	-5%	15%	2%[38.3 µM]	-5%

25	Cc1cc(Cl)ccc1OCCCC(=O)NCc1ccncc1
26	CCC(C)(C)NC(=O)C(c1ccc(C)cc1)N(Cc1cccnc1)C(=O)c1csnn1 (stereo not given)
27	COc1ccccc1-c1cc(N)n(S(=O)(=O)c2cccc3nsnc23)n1
28	NC(=O)c1cc(N)ccc1N1CCCCC1
29	CC(Oc1ccccc1)C(=O)NC1=NCCS1 (stereo not given)
30	COc1ccc(CCC(=O)NCCc2nc3ccccc3[nH]2)cc1
31	Cc1ccc(NC(=O)C2CC(=O)Nc3nncn32)cc1 (stereo not given)
32	Clc1cccc(CSc2nc3ccncc3[nH]2)c1
Compound	25	26	27	28	29	30	31	32
HttQ103 aggreg	-3%	-11%	-4%[9.22 µM]	u	8%	18%	-16%[9.22 µM]	-18%
Luc counter	16%	-3%	x	-2%	-6%	2%	-1%	-8%
SMN2 splice up	-45%[inhibitor]	12%	x	-29%	14µM*	-12%	9%	27%
HTT cytoprotect	x	0%[1.9 µM]	-10%[10 µM]	-15%	-9%	-8%	-17%[10 µM]	-83%[inhibitor]
LMNA splice mod	u	-7%	x	u	-3%[46 µM]	21%[9.22 µM]	-20%[46 µM]	-6%
CBFb RUNX1 block	4%	-1%	-13%	-5%	-4%	6%	-4%	0%
IMPase Li inh	-7%	9%	x	0%	4%	4%	0%	-7%[38.3 µM]

Continued (2 carried over from the part before).
31	Cc1ccc(NC(=O)C2CC(=O)Nc3nncn32)cc1 (stereo not given)
32	Clc1cccc(CSc2nc3ccncc3[nH]2)c1
33	Cc1nn(C)c(C(=O)NNC(=S)NC2CCCCC2)c1Cl
34	O=c1[nH]c2c(s1)C(c1ccc(O)cc1)C1C3CCC(C3)C1S2 (stereo not given)
35	Cc1ccc(NC(=S)N2CCN(c3ncccn3)CC2)cc1C
36	Cc1ccccc1OCC(=O)N/N=C/c1ccc(Sc2nc3ccccc3s2)o1
37	Cc1ccc2cccc(N)c2n1
38	Cc1ccc(NC(=S)Nc2ccc(S(=O)(=O)N3CCOCC3)cc2)cc1S(=O)(=O)N1CCOCC1
39	O=C(CN1CCCc2ccccc21)NC(=O)NCc1ccco1
40	Cc1nc(C)c(-c2csc(NCc3ccccc3)n2)s1
Compound	31	32	33	34	35	36	37	38	39	40
HttQ103 aggreg	-16%[9.22 µM]	-18%	-9%	4%	13%	-31%	12%	-9%	10%	u
Luc counter	-1%	-8%	-2%	-1%	-1%	19%	0%	1%	-2%	0%
SMN2 splice up	9%	27%	-20%	-7%	-4%	-18%	-1%	-5%	17%	-40%[inhibitor]
HTT cytoprotect	-17%[10 µM]	-83%[inhibitor]	x	-14%[10 µM]	33%[10 µM]	-8%	-17%	-23%	-12%	14%[10 µM]
LMNA splice mod	-20%[46 µM]	-6%	u	9%	-18%	-10%	18%[46 µM]	-12%[46 µM]	0%	u
CBFb RUNX1 block	-4%	0%	-1%	-8%	-3%	-13%	-8%	1%	-13%	-18%
IMPase Li inh	0%	-7%[38.3 µM]	-8%	37%[38.3 µM]	6%	1%[38.3 µM]	0%	5%	40%[38.3 µM]	12%[38.3 µM]

41	COC(=O)C(C)(C)ONC(=O)Nc1ccccc1Cl
42	CCC(C)(C)NC(=O)CCCSc1nc2ccccc2s1
43	CCC(C)c1ccccc1NC(=O)c1cccnc1 (stereo not given)
44	Cc1cc(C)cc(NC(=O)C2CCCC2)c1
45	CC1CN(C(=S)NC(=O)c2cccc([N+](=O)[O-])c2)CC(C)O1 (stereo not given)
46	COc1ccc(C(Nc2ccccn2)c2oc(CO)cc(=O)c2O)cc1 (stereo not given)
47	COc1ccc(N(C2=NCCCS2)S(=O)(=O)c2ccc(C(C)(C)C)cc2)cc1
48	CC1(C(=O)NCc2cc(F)cc(C(F)(F)F)c2)C=CC2(CCCCC2)N1C(=O)c1ccccc1 (stereo not given)
Compound	41	42	43	44	45	46	47	48
HttQ103 aggreg	-2%	u	-19%	11%	7%	8%	7%[9.22 µM]	6%
Luc counter	4%	-2%	0%	-4%	-3%	-4%	1%	-1%&0%
SMN2 splice up	-30%	u	-9%	-1%	-18%	20%	x	1%&-10%
HTT cytoprotect	0%	-117%[inhibitor]	-19%[0.074 µM]	-7%	-18%	x	2%[10 µM]	4%
LMNA splice mod	u	u	2%	u	12%	-4%	-10%[46 µM]	8%
CBFb RUNX1 block	6%	6%	8%	6%	2%	-3%	12%	-1%[2.36 µM]
IMPase Li inh	0%	6%	5%[38.3 µM]	2%[38.3 µM]	4%[38.3 µM]	3%	11%	8%&2%
